IDE act = boosts human insulin-degrading enzyme activity in HEK cells | FAbeta-B cleavage, fluorescence polarization; 0% vehicle, 100% cell-free pure enzyme wells | activation, % at 5.96 µM | 340,000 tested, 0.073% active | AID 493087;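 active means activation above the mean of all tested compounds plus 3 SD, set per screening campaign, cut at about 17% in these data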
IDE cell inh = cellular human IDE inhibition. 320,000 tested, 0.41% active. inhibition, % at 5.59 µM. P14735. HEK cells, FAbetaB cleavage, fluorescence polarization;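 active means percent inhibition above the average of all tested compounds plus 3 SD, set per screening campaign, cut at about 16% in these data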;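 further: IDE supplied by intact live HEK cells; FP after avidin binding of uncleaved biotin substrate so inhibition keeps polarization high; 0% = DMSO wells and 100% = 60 µM reference IDE inhibitor Ii1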
MEKK3 PB1 HTS = raises or lowers MEK5 binding to the human MEKK3 PB1 domain. bead-based flow cytometry, Alexa488-MEK5 binding to MEKK3; actives lie on both sides; 0 = blocked by unlabeled MEK5, 100 = vehicle. 290,000 tested, 1.4% active. binding response (% of control), % at 10 µM. AID 1529;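 active means binding response more than 3 SD above or below the average of its plate-row segment, actives on both sides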;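 further: Alexa488 bead fluorescence after subtracting the streptavidin-only scavenger bead signal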
MEKK2wt PB1 HTS = raises or lowers MEK5 binding to wildtype human MEKK2 PB1 domain; binding response (% of control), % at 10 µM; AID 1531; Q9Y2U5; 290,000 tested, 1.1% active; bead flow cytometry, Alexa488-MEK5 binding to MEKK2 WT; actives lie on both sides; in the data active means binding response below about 67% or above about 130%
PfM18AAP inh = blocks P. falciparum M18 aspartyl aminopeptidase. recombinant PfM18AAP, H-Glu-NHMec fluorogenic cleavage. inhibition, % at 7.35 µM. 290,000 tested, 1.2% active. AID 1822;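 active means inhibition above the campaign mean inhibition over all tested compounds plus 3 SD, cut at about 28% in these data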;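 further: 0% = plate median of test compound wells and 100% = 2 mM ZnCl2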
NALP1 inh = NALP1 inhibition; S. cerevisiae NALP1/ASC/caspase-1 growth, X-gal OD620, 72 h; inhibition, % at 10 µM; 280,000 tested, 0.61% active; AID 2071; in the data active means inhibition mostly above about 24%, no sharp cut-off; inactive means mostly below about 32%; further: some compounds called inactive have numbers as strong as hits
pCIP destab = lowers stability of the mouse p/CIP coactivator protein; Q05BA5; F442A p/CIP-EGFP cells, EGFP fluorescence, 16 h; decrease of EGFP signal, % at 10 µM; 290,000 tested, 0.01% active; AID 1984;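 active means EGFP signal decrease of at least 30% at 10 µM or well 3 SD below plate mean, unless failing retest; inactive means the rest, including hits failing retest or dose response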; further: some compounds called inactive have numbers as strong as hits; many of its hits are not listed in these tables
Target sequence (Q05BA5 1-1403): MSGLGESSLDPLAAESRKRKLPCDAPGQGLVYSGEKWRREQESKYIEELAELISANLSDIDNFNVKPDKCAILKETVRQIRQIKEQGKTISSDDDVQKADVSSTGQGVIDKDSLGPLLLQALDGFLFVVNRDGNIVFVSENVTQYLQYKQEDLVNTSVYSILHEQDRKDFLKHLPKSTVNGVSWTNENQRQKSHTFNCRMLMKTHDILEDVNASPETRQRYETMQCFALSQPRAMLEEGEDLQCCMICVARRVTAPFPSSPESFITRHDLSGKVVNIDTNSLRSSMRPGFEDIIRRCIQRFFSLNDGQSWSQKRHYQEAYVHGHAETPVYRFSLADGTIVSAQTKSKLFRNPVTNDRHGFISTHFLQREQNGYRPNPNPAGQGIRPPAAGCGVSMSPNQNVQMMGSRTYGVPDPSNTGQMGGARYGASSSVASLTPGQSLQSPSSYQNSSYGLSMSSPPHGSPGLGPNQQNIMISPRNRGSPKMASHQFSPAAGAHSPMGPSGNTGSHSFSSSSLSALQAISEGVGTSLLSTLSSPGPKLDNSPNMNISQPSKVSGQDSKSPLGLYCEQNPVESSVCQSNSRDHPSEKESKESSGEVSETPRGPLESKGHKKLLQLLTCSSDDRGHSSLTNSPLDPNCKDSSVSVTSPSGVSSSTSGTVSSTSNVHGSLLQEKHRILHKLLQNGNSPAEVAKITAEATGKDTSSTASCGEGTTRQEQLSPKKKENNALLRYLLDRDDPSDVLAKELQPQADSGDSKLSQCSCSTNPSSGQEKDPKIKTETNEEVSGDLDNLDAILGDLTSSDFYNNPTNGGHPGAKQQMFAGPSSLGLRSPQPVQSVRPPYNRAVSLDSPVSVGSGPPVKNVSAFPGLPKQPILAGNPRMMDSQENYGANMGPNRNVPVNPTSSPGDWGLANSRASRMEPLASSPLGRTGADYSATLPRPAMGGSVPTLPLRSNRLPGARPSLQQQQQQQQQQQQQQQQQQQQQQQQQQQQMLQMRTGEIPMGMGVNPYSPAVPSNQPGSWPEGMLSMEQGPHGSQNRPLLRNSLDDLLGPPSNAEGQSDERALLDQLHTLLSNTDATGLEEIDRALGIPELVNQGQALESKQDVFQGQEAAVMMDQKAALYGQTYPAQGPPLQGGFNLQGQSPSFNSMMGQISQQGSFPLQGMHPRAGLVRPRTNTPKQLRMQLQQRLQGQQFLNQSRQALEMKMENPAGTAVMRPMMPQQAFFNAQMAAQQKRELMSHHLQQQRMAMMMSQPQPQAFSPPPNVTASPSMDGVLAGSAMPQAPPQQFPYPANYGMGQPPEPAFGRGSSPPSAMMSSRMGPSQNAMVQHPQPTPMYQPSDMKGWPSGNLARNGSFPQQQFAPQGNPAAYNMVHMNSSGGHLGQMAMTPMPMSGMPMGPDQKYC
MEKK2mut PB1 HTS = signal of MEK5 binding to mutant human MEKK2 PB1 domain. bead flow cytometry, Alexa488-MEK5 binding to MEKK2 mutant. percent response, % at 10 µM. 290,000 tested, 0.35% active; in the data active means percent response above about 24%, passing the limit was not always enough; further: inactives centre near 1; some results filed as inactive read as strong as hits; reference of the scale not given here
SUMO HTRF inh = SUMOylation inhibition; P63279; HTRF SUMOylation assay, SAE1/SAE2 + UBC9, in vitro; inhibition, % at 35 µM; 290,000 tested, 0.36% active; AID 2006; in the data active means inhibition above about 50%, passing the limit was not always enough; further: strong numbers were not always called active
* = called active by the depositor; / = no result given; & = joins results of further samples. Only part of the results is shown; the hit share may differ from the screen's.

The line under a structure holds: IDE act	IDE cell inh	MEKK3 PB1 HTS	MEKK2wt PB1 HTS	PfM18AAP inh	NALP1 inh	pCIP destab	MEKK2mut PB1 HTS	SUMO HTRF inh
CC(CCc1ccccc1)NCCC#N (stereo unspecified)
    1.4	-0.5	102.0	104.0	2.6	-4.5	-3.5	11.0	16.4
CCC(=NCCCN1CCOCC1)c1c(O)n(Cc2ccccc2)c(=O)[nH]c1=O
    1.9	5.5	99.0	97.0	-5.6	34.9	-1.3	-5.0	-4.1
COc1ccc(-n2c(SC)nc3ccccc3c2=O)cc1
    0.7	0.9	100.0	98.0	3.4	6.6	-4.6	2.0	-2.0
O=c1[nH]c(=O)n(Cc2ccc(F)cc2)c(O)c1/C=N/Nc1ccccc1
    -4.1	-4.6	105.0	97.0	9.0	/	3.8	4.0	-3.9
CN(C)C(=O)Oc1cc(=O)n2c3c(cccc13)CCC2
    5.6	6.0	106.0	97.0	1.9	33.6	3.3	-1.0	-0.7
O=c1c2ccccc2nc(-c2ccoc2)n1-c1ccccc1Cl
    4.8	-1.2	105.0	101.0	0.2	-11.4	-18.7	8.0	14.4
CN1CCN(c2ccc([N+](=O)[O-])c(Sc3ccccn3)c2)CC1
    4.9	1.4	91.0	96.0	3.6	9.8	-7.8	-7.0	3.4
O=C(CSc1ccccc1)N1CCC2(CC1)OCCO2
    -1.3	2.3	101.0	112.0	4.0	31.0	2.9	9.0	-4.8
CC(=O)NCCc1c[nH]c2ccccc12
    -2.3	0.1	99.0	99.0	-2.9	10.7	-8.4	-2.0	11.5
C[C@H]1[C@H](OC(=O)CCC(=O)NCc2ccc(C(=O)O)cc2)O[C@@H]2O[C@@]3(C)CC[C@H]4[C@H](C)CC[C@@H]1C24OO3
    -4.5	-0.5	108.0	112.0	2.8	18.4	-15.2	12.0	-0.5
C=C1C[C@]2(O)[C@@]3(C)CCC(=O)C(C)(C)C3=C(O)C(=O)[C@@]2(C)[C@@H]2C(=O)O[C@@](C)(C(=O)OC)C(=O)[C@@]12C
    6.4	3.7	105.0	102.0	8.1	-3.5	-12.8	3.0	16.8
CCN1C[C@@]2(COC)C3[C@@H](OC)[C@H]4[C@@H]1[C@@]3(C1C[C@@]3(O)[C@H](OC(=O)c5ccccc5)C1[C@]4(OC(C)=O)[C@@H](O)[C@H]3OC)[C@@H](OC)C[C@H]2O (stereo partly specified)
    /	0.7	96.0	98.0	/	/	/	2.0	/
COc1ccc(N=C(C)c2c(O)[nH]c(=O)[nH]c2=O)cc1
    -0.9	0.0	106.0	107.0	-1.6	2.3	-2.2	9.0	3.9
CN1C(=O)C(=Cc2ccc(N3CCCCCC3)cc2)C(=O)N(C)C1=O
    3.7	-4.2	104.0	100.0	8.0	-3.7	-4.2	1.0	18.0
COC(=O)C1=C(c2ccc(S(C)(=O)=O)cc2)C[C@@H]2CC[C@H]1N2C(=O)NCc1ccco1
    -1.6	2.4	104.0	103.0	/	/	/	3.0	/

Part of the list above, tab-delimited:
Compound	IDE act	IDE cell inh	MEKK3 PB1 HTS	MEKK2wt PB1 HTS	PfM18AAP inh	NALP1 inh	pCIP destab	MEKK2mut PB1 HTS	SUMO HTRF inh
O=c1[nH]c(=O)n(Cc2ccc(F)cc2)c(O)c1/C=N/Nc1ccccc1	-4.1	-4.6	105.0	97.0	9.0	/	3.8	4.0	-3.9
CN(C)C(=O)Oc1cc(=O)n2c3c(cccc13)CCC2	5.6	6.0	106.0	97.0	1.9	33.6	3.3	-1.0	-0.7
O=c1c2ccccc2nc(-c2ccoc2)n1-c1ccccc1Cl	4.8	-1.2	105.0	101.0	0.2	-11.4	-18.7	8.0	14.4
CN1CCN(c2ccc([N+](=O)[O-])c(Sc3ccccn3)c2)CC1	4.9	1.4	91.0	96.0	3.6	9.8	-7.8	-7.0	3.4
O=C(CSc1ccccc1)N1CCC2(CC1)OCCO2	-1.3	2.3	101.0	112.0	4.0	31.0	2.9	9.0	-4.8
CC(=O)NCCc1c[nH]c2ccccc12	-2.3	0.1	99.0	99.0	-2.9	10.7	-8.4	-2.0	11.5
C[C@H]1[C@H](OC(=O)CCC(=O)NCc2ccc(C(=O)O)cc2)O[C@@H]2O[C@@]3(C)CC[C@H]4[C@H](C)CC[C@@H]1C24OO3	-4.5	-0.5	108.0	112.0	2.8	18.4	-15.2	12.0	-0.5
C=C1C[C@]2(O)[C@@]3(C)CCC(=O)C(C)(C)C3=C(O)C(=O)[C@@]2(C)[C@@H]2C(=O)O[C@@](C)(C(=O)OC)C(=O)[C@@]12C	6.4	3.7	105.0	102.0	8.1	-3.5	-12.8	3.0	16.8
CCN1C[C@@]2(COC)C3[C@@H](OC)[C@H]4[C@@H]1[C@@]3(C1C[C@@]3(O)[C@H](OC(=O)c5ccccc5)C1[C@]4(OC(C)=O)[C@@H](O)[C@H]3OC)[C@@H](OC)C[C@H]2O (stereo partly specified)	/	0.7	96.0	98.0	/	/	/	2.0	/
COc1ccc(N=C(C)c2c(O)[nH]c(=O)[nH]c2=O)cc1	-0.9	0.0	106.0	107.0	-1.6	2.3	-2.2	9.0	3.9
CN1C(=O)C(=Cc2ccc(N3CCCCCC3)cc2)C(=O)N(C)C1=O	3.7	-4.2	104.0	100.0	8.0	-3.7	-4.2	1.0	18.0
COC(=O)C1=C(c2ccc(S(C)(=O)=O)cc2)C[C@@H]2CC[C@H]1N2C(=O)NCc1ccco1	-1.6	2.4	104.0	103.0	/	/	/	3.0	/

Only PfM18AAP inh, for two of the compounds above:
smiles | PfM18AAP inh
CN1CCN(c2ccc([N+](=O)[O-])c(Sc3ccccn3)c2)CC1 | 3.6
COc1ccc(-n2c(SC)nc3ccccc3c2=O)cc1 | 3.4

Additional records follow:
The line under a structure holds: IDE act	IDE cell inh	MEKK3 PB1 HTS	MEKK2wt PB1 HTS	PfM18AAP inh	NALP1 inh	pCIP destab	MEKK2mut PB1 HTS	SUMO HTRF inh
CN1c2ccccc2Oc2ccccc21
    1.4	2.5	99.0	99.0	-0.5	14.5	-4.1	2.0	-6.6
CCCC[N+]12CCC(CC1)C(C(O)(c1ccccc1)c1ccccc1)C2 (stereo unspecified)
    5.6	3.5	93.0	93.0	-14.7	29.2	-0.1	-10.0	15.8
COc1ccccc1N1CCN(Cc2ccc(Cl)cc2Cl)CC1
    0.3	-4.3	94.0	101.0	4.3	3.2	-9.0	-2.0	10.7
O=C(c1ccc2c3c(cccc13)CC2)C1CCCN(CC2CC2)C1 (stereo unspecified)
    0.5	-5.3	100.0	109.0	-4.3	1.6	-14.0	0.0	9.0
O=C1NC(=S)NC(=O)C12C(c1ccc(F)cc1)NC(=S)NC2c1ccc(F)cc1 (stereo unspecified)
    5.5	2.5	99.0	101.0	17.6	2.0	9.9	1.0	-8.0
COc1cc2c(cc1/C=C/[N+](=O)[O-])OCO2
    -4.2	/	102.0	82.0	38.4*	9.0	-13.8	-9.0	22.0
Fc1cccc(CCNCc2ccccn2)c1
    4.2	5.8	107.0	107.0	6.1	2.6	-2.2	10.0	-6.5
Cc1cc(C=C2C(=O)NC(=S)NC2=O)c(C)n1C1CCCC1
    -2.2	7.7	106.0	99.0	12.4	27.6	-3.4	-3.0	3.9
CCCCc1nc2ccccc2c(=O)n1-c1ccccc1O
    1.2	-4.1	105.0	109.0	4.9	1.3	-4.0	8.0	15.1
CC(NCC#Cc1ccccc1)C(O)c1ccccc1 (stereo unspecified)
    -0.2	1.1	96.0	98.0	2.0	5.7	-5.7	-3.0	7.8
COc1ccc(C(CNC(=O)Cc2ccc(Cl)c(Cl)c2)N(C)C)cc1 (stereo unspecified)
    -3.2	-6.8	100.0	98.0	-6.2	8.5	7.2	-8.0	8.1
CCc1nnc(NC(=O)CCc2nc(C3=CCN(C)CC3)no2)s1
    3.9	7.1	99.0	101.0	1.4	14.9	-3.1	1.0	3.4
O=C1NC(=O)N(c2cccc(Cl)c2)C(=O)/C1=C\c1ccc(Sc2nc3ccccc3[nH]2)o1
    -32.9	26.1*	94.0	91.0	11.7	21.4	-18.4	-2.0	29.7
Cn1c(O)c(C=NCc2cccs2)c(=O)n(C)c1=O
    1.4	0.2	99.0	99.0	-7.0	20.7	0.9	1.0	9.7
Cc1ccsc1C(=O)C1CCCN(Cc2ccn[nH]2)C1 (stereo unspecified)
    0.6	4.5	105.0	110.0	-2.5	25.0	-2.0	3.0	1.0

The list continues.
The line under a structure holds: IDE act	IDE cell inh	MEKK3 PB1 HTS	MEKK2wt PB1 HTS	PfM18AAP inh	NALP1 inh	pCIP destab	MEKK2mut PB1 HTS	SUMO HTRF inh
COc1ccccc1-n1c(O)c(/C=N/NC(=S)Nc2ccccc2)c(=O)[nH]c1=S
    /	5.4	84.0	84.0	6.5	-3.5	-12.1	-36.0	10.6
COCCCn1c(N)c(C(=O)Nc2sc3c(c2C(=O)OC)CCCC3)c2nc3ccccc3nc21
    6.5	1.7	108.0	110.0	-6.7	-1.8	-53.7	3.0	32.9
CC[N+](CC)(CC#CCO)CC#Cc1ccccc1
    -0.3	4.1	105.0	131.0	-2.8	-1.8	-0.8	17.0	-4.3
COc1ccc(CC(=O)N(C)C2CCCN(Cc3ccccc3F)C2)cc1OC (stereo unspecified)
    1.5	0.0	108.0	114.0	3.7	8.9	6.9	6.0	-10.2
CN(C)P(=O)(NC(=O)c1cccn1C)N(C)C
    -3.4	-1.0	98.0	86.0	2.5	21.3	9.1	-13.0	1.4
C#CCN(C)[C@H](C)Cc1ccccc1
    7.1	6.2	103.0&102.0	104.0&97.0	0.2	11.9	-0.2	3.0&4.0	13.1
CC[C@]12C=CCN3CCC4(c5cc(Br)c(OC)cc5N(C)C4[C@@](O)(C(=O)OC)[C@@H]1OC(C)=O)C32 (stereo partly specified)
    5.6	1.0	111.0	111.0	2.2	1.4	2.8	1.0	20.0
CC(NC(C)(C)C)C(=O)c1cccc(Cl)c1 (stereo unspecified)
    5.6	1.3&1.8	95.0&106.0&107.0	92.0&108.0&112.0	12.2	18.0	2.1	-5.0&4.0&5.0	-14.5

High-throughput results (PubChem)
